Compound activity (PubChem BioAssay)
bCat KO growth – beta-catenin-lacking colon tumor cell growth suppression; HCT116 beta-catenin knockout viability, CellTiter-Glo, 60 h; active compounds read low; viability, % at 10 µM; hit rate 1.5% among 140,000;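 active = viability at or under a set limit, the compound median less 4 SD, cut at about 6% in these data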;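 also: 0% = Hyamine 1622 control at 20 µM and 100% = untreated cell control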
HCT116 PTEN-null – suppresses growth of cells with PTEN deletion. hit rate 1.2% among 140,000. HCT116 PTEN-null viability, CellTiter-Glo, 60 h; active compounds read low. viability, % at 10 µM. AID 827;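 active = viability at or below a set limit, 4 SD under the median of all tested compounds, cut at about 3.7% in these data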;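 also: PTEN knockout HCT116 line with beta catenin targeted HCT116 as companion control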
Measles CPE – protection of cells from measles virus. Measles virus-infected cells, CPE protection, absorbance. protection (pct of control), % at 4 µM. hit rate 1.5% among 140,000; in the data active = protection mostly above about 24%, no sharp cut-off; inactive = mostly below about 26%; also: some compounds called inactive have numbers as strong as hits
NPY Y2 blocker – blocks the human neuropeptide Y Y2 receptor | P49146 | NPY-Y2 expressing cells, antagonist mode | inhibition, % at 2.7 µM | hit rate 0.99% among 140,000 | AID 793; in the data active = inhibition above about 17%;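 also: 0% = vehicle with agonist challenge and 100% = reference antagonist with challenge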
Target sequence (P49146 whole entry, looked up): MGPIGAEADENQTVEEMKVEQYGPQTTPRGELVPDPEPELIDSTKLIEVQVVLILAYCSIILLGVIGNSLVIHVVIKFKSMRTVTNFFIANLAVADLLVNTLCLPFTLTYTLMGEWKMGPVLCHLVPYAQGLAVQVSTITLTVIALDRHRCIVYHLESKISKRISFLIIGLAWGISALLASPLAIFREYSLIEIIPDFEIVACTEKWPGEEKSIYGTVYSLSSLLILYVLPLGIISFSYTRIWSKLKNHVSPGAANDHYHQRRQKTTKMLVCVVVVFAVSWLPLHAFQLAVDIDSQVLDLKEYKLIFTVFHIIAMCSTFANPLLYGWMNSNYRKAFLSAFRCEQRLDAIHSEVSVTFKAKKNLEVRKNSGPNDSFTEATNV
BB579 growth dn – chemicals that inhibit yeast BB579 growth in restrictive medium (lifespan-shortening candidates). inhibition, % at 10 µM. hit rate 0.51% among 140,000. AID 804. S. cerevisiae BB579 growth, OD615, 48 h;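 active = inhibition above a set limit, 3 SD over the mean compound inhibition, cut at about 44% in these data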; also: inactives centre near -24
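Assay system: S. cerevisiae DeaD strain BB579 yeast. Medium: CSMM-D restrictive synthetic medium containing dextrose (glucose). Times: 4 h cell preincubation, 48 h compound exposure, 30 °C humidified. Signal: OD615 turbidity measurement. Benchmarks: positive control amphotericin B 10 µg/mL.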
E-sel TNF inh – TNF alpha driven E-selectin expression inhibition | inhibition, % at 2 µM | HUVEC TNFa-induced E-selectin immunofluorescence, high content | hit rate 0.71% among 120,000;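 active = inhibition above the batch mean plus 3 SD, and confirmed as a hit on visual image review, cut at about 43% in these data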;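 also: 0% = TNF-stimulated DMSO wells and 100% = unstimulated control wells; not every result past the cut was called active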
Yeast life ext – extends the lifespan of yeast; inhibition of the nicotinamide effect, % at 10 µM; hit rate 0.68% among 130,000; S. cerevisiae growth with nicotinamide, OD615; deaD strain in restrictive glucose medium;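 active = inhibition above a set limit, placed 3 SD over the median of all compounds, cut at about 26% in these data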;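 also: 0% = nicotinamide-treated wells and 100% = cells grown without nicotinamide; some compounds called inactive have numbers as strong as hits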
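Assay system: DeaD-strain S. cerevisiae. Medium: CSMM-D glucose medium, restrictive. Reagent: nicotinamide, 1.5 mM, co-present with compound. Compound: 10 µM single point, 0.25% DMSO. Schedule: culture preincubation 4 h, compound exposure 48 h, both 30 °C. Detection: absorbance at 615 nm.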
Phagocyt inh – blocks phagocytosis by macrophages; J774A.1 macrophage IgG-bead phagocytosis, imaging; inhibition, % at 5 µM; hit rate 0.07% among 110,000; AID 1029;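 active = inhibition above the mean of the plate negative controls plus 5 SD, cut at about 13% in these data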;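 also: phagocytic index as fraction of beads internalized from green versus red external bead signal; plate controls were DMSO negative control for no effect and cytochalasin-D positive control for full effect; some results beyond the cut were filed as inactive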
GALR2 antag – antagonists of human galanin receptor 2 (GALR2). O43603. GALR2-expressing cells, antagonist mode. inhibition, % at 4 µM. hit rate 0.39% among 140,000. AID 828; in the data active = inhibition above about 27%;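 also: cells stimulated with galanin 1-16 at roughly its EC80; 0% = agonist challenge control and 100% = basal control without agonist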
Target sequence (O43603 whole entry, looked up): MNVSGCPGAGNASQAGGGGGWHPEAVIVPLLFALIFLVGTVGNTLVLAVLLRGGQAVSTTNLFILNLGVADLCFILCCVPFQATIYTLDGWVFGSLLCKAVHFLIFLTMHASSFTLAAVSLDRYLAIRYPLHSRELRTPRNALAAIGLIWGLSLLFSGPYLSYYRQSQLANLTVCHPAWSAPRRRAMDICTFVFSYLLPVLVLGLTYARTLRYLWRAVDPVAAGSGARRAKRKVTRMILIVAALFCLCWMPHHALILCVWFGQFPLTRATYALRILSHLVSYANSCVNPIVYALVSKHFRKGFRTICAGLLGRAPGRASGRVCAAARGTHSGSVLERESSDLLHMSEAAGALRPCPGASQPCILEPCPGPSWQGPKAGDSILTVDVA
MRP-1 activ – activates MRP-1; H69AR cells + doxorubicin, viability rescue, CellTiter-Glo; viability increase, % at 10 µM; hit rate 0.61% among 140,000;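 active = viability gain under doxorubicin at or above a set limit, the compound median plus 3 SD, cut at about 4.7% in these data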;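 also: MRP-1 overexpressing cells given doxorubicin 25 µM after compound pretreatment; 18-22 h compound pretreatment then 72 h with doxorubicin before readout; 0% = doxorubicin-only wells and 100% = vehicle-treated cells without doxorubicin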
The depositor's hits bear a star; · = not tested or not shown; & = joins results of further samples.

The first two entries (preview)
SMILES	bCat KO growth	HCT116 PTEN-null	Measles CPE	NPY Y2 blocker	BB579 growth dn	E-sel TNF inh	Yeast life ext	Phagocyt inh	GALR2 antag	MRP-1 activ
Cc1ccc(S(=O)(=O)Cn2nnnc2C(c2ccccc2)N2CCN(c3ncccn3)CC2)cc1 (stereo not given)	77	66	2	4	-16	·	1	-1	-1	-1.4
CCCC(=O)NC(Nc1ccccc1OC)C(Cl)(Cl)Cl (stereo not given)	84	91	6	4	-40	-7	-1	·	-5	-1.7

The whole of this part, from the first entry:
SMILES	bCat KO growth	HCT116 PTEN-null	Measles CPE	NPY Y2 blocker	BB579 growth dn	E-sel TNF inh	Yeast life ext	Phagocyt inh	GALR2 antag	MRP-1 activ
Cc1ccc(S(=O)(=O)Cn2nnnc2C(c2ccccc2)N2CCN(c3ncccn3)CC2)cc1 (stereo not given)	77	66	2	4	-16	·	1	-1	-1	-1.4
CCCC(=O)NC(Nc1ccccc1OC)C(Cl)(Cl)Cl (stereo not given)	84	91	6	4	-40	-7	-1	·	-5	-1.7
CS(=O)(=O)N1CCN(C(=O)C2c3ccccc3Oc3ccccc32)CC1	85	90	67*	3	-2	6	-8	0	7	-2.0
CC1(C)Cc2nc(NCCN3CCOCC3)c(C#N)cc2CO1	91	95	30	6	-21	·	-2	0	-13	-0.2
O=C(CSc1nnc(-c2ccco2)n1Cc1ccco1)N1CCOCC1	84	90	10	2	-25	-41	1	0	-11	-2.8
COc1cccc(-n2cnc3scc(-c4cccs4)c3c2=O)c1	69	64	5	-1	-16	18	-29	0	5	-1.5
COc1cc(C(=O)CCN2CCC(c3ccccc3)C2)cc(OC)c1OC (stereo not given)	76	90	22	4	-3	·	4	-3	5	-1.7
CCCS(=O)(=O)N1CCC(C(=O)NC2CCCCC2C)CC1 (stereo not given)	95	95	13	0	-20	·	-3	2	10	-3.2
CC(C)Cc1nnc(NC(=O)CSc2nc(N)cc(=O)[nH]2)s1	92	101	29	0	12	·	-11	-1	-9	-1.8
CCc1nnc(NC(=O)CSc2nnc(-c3ccco3)n2CC)s1	99	112	4	3	-33	31	-6	-1	-16	2.9
Nc1nc(=S)[nH]c2c1C1(CCCCC1)Cc1ccccc1-2	98	102	8	1	-7	·	0	-3	14	-2.7
CC(C)C(=O)N1C2CCC1CC(O)(c1ccc(F)cc1)C2 (stereo not given)	93	88	13	2	-26	18	-9	·	0	-1.0
C=C(C)CNC(=S)N/N=C1\CCCCc2ccccc21	89	87	15	9	-20	-24	1	-2	6	-1.5
CCNc1nc(Oc2c(Cl)cccc2Cl)cc(C(F)(F)F)n1	85	76	8	7	-57	3	-15	·	4	-3.2
CCCCCC(=O)NC(=S)NNC(=O)c1ccc([N+](=O)[O-])cc1	42	37	3	0	-35	-2	10	-8	-17	-1.5
CCOC(=O)C1=C(C)NC(=O)NC1c1ccsc1 (stereo not given)	113	97	15	0	-34	10	-8	-1	-3	-1.0
O=C(C(Cl)Cl)N1CCN(Cc2ccccc2)CC1	100	91	11	3	6	-5	-4	-12	0	-4.4
CN1CCN(CCC(=O)Nc2cccc(F)c2)CC1	89	86	8	-1	-8	5	-1	-1	-14	-0.8
COc1ccc(NC(=O)CCCn2c(=O)c3sccc3n(Cc3ccc(C)cc3)c2=O)cc1	83	78	12	4	-43	·	9	-5	12	-3.2
Cc1cc(-c2n[nH]c(=S)n2CC(C)C)cs1	95	100	13	7	-19	·	1	-4	2	-1.4
COc1ccc(O)c(/C=N/c2sc(C)c(C)c2C#N)c1	93	92	12	-2	-28	15	-3	-1	3	-4.8
O=C(O)c1cccc(C(=O)O)n1	103	97	14	4	23	·	-5	0	-1	-1.9
CCn1c(SCC(=O)N2CCN(c3ccccc3F)CC2)nnc1-c1ccoc1C	65	73	14	6	-38	·	1	-2	5	-0.4
Cc1cccc(-c2cc3nc(C)cc(NCCCn4ccnc4)n3n2)c1	64	71&62	4	0	-34	-10	-8	-1	1	-0.1
O=C(Nc1cccc(NC(=O)c2sc3ccccc3c2Cl)c1)c1ccco1	89	95	25	11	-22	23	-3	1	-2	3.2
Cc1nn(CCC(N)=O)c2nc(-c3cccs3)cc(C(F)(F)F)c12	85	95	3	3	-10	-8	-6	3	5	-2.2
COc1ccc(N2C(=O)CSC2c2ccc3c(c2)OCO3)cc1 (stereo not given)	87	84	-1	1	-3	3	-10	-2	6	-2.3
O=C(CCNS(=O)(=O)c1cccc2nsnc12)NC1CCCc2ccccc21 (stereo not given)	85	96	22	2	-42	-35	7	0	7	-1.4
COc1ccc(-c2ccc(-c3noc(-c4ccccc4F)n3)c(OC)n2)cc1	100	96	4	3	-40	·	-2	1	-17	-0.9
O=C(CN1CCN(c2ccccc2F)CC1)Nc1ccc2c(c1)CCC2	89	102	4	16	-37	7	4	·	11	0.1
O=C(c1ccc(CS(=O)(=O)c2ccc(Br)cc2)o1)N1CCCC1	83	81	2	2	-28	·	-7	0	-8	-0.2
CCCNC(=O)CN(c1cccc(F)c1)S(C)(=O)=O	105	103	2	1	4	3	4	4	3	-1.6
CC1(C)CC(=O)C2=C(C1)Nc1ccccc1N1C(=O)c3ccccc3C21 (stereo not given)	99	95	9	1	-57	7	-12	·	-3	-0.8
Cc1ccc2c(c1)C(O)(CC(=O)c1ccc3c(c1)OCO3)C(=O)N2 (stereo not given)	93	100	25	6	-42	-19	-12	-1	3	-2.5
Cc1ccc(C(=O)NC(=S)NNS(=O)(=O)c2ccc(C)cc2)cc1	105	101	11	6	-12	·	12	-1	-12	-0.6
COC(=O)c1cc(-c2ccc(Br)cc2)n[nH]1	102	112	4	-2	10	-6	-11	-1	24	-0.5
Cc1ccc(NC(=O)Nc2nnc(Cc3ccc([N+](=O)[O-])cc3)s2)cc1	56	52	21	1	-38	·	-5	-1	0	-4.8
CC(C)(C)c1cc(C(=O)N2CCN(c3ncccn3)CC2)ccn1	81	85	7	0	-11	-30	-7	-1	-1	-0.4
CCOC(=O)C1=NNC(C(=O)c2ccc(C)cc2)C1c1ccc(C)cc1 (stereo not given)	85	74	5	4	-47	·	5	3	3	-0.7
Cc1ccc(NC(=O)Cn2nc(C)cc2C)cc1	91	91	2	-3	-43	-6	-1	0	5	-0.5
Cn1c(-c2ccco2)nc2cc3ccccc3cc21	33	36	22	3	61*	-22	-14	·	30*	-2.0
COC(=O)C(CCSC)NC(=O)CNS(=O)(=O)c1ccc(F)cc1 (stereo not given)	87	90	5	1	15	20	-15	·	0	-2.4
Cc1ccc(Oc2cc(NC(=O)CCCn3nc(C)c([N+](=O)[O-])c3C)cc([N+](=O)[O-])c2)cc1	69	71	6	3	-2	22	0	-3	-1	-2.6
CCn1cc(C(=O)NC2CCCCC2)c(=O)c2ccc(C)nc21	99	107	1	1	-9	-29	-2	·	2	-0.2
O=[N+]([O-])c1ccc(Cl)cc1Sc1cccc2cccnc12	96	92	20	4	-43	-1	·	·	-1	0.6
Cc1ccc(N(Cc2cc3cc(C)ccc3[nH]c2=O)C(=O)c2cccs2)cc1	77	73	12	0	-10	23	0	-4	7	0.0
CCOC(=O)C1=C(C)Nc2nc(SC)nn2C1c1ccc(C(=O)OC)cc1 (stereo not given)	84	81	21	1	-3	·	-10	·	1	-2.4
CCCOC(=O)c1ccc(NC(=O)C2C3C=CC(O3)C2C(=O)O)cc1 (stereo not given)	97	100	3	0	-19	-7	-11	0	9	-0.9
Cc1cc(NC(=O)c2c(Cl)cnn2C)no1	105	105	5	1	7	4	-15	·	11	-0.1
CC1CN(c2cc(=O)n(Cc3ccc(F)cc3)c(=O)[nH]2)CC(C)O1 (stereo not given)	92	100	18	2	-4	·	-7	0	8	-1.6
CCC(=O)NC(=S)Nc1ccc(OC)cc1OC	90	92	3	0	-11	·	-8	-5	6	-2.0
O=C(CC(c1ccccc1)c1cc(Br)ccc1O)NCCN1CCOCC1 (stereo not given)	94	100	2	4	-6	-1	-5	6	7	-2.6
CCN(CC)c1ccc(C2C3CCCCC3(O)CCN2CC(=O)Nc2ccccc2)cc1 (stereo not given)	64	51	13	6	-13	15	-15	-2	-9	-4.1
N#Cc1cc2c(nc1SCC(=O)N1CCCCC1)CCCC2	94	97	14	0	1	-6	-5	1	0	0.2
Oc1ccc(/C=N/Nc2nc(-c3ccc(Cl)cc3)cc(C(F)(F)F)n2)cc1	50	42	13	-1	-35	31	-2	-12	-9	-0.9
CCC(C)Sc1nc(O)c(Cc2ccccc2)c(=O)[nH]1 (stereo not given)	90	92	23	4	-55	·	-5	1	1	-0.9
O=C(NNc1ccccc1Br)C(=O)n1ccc2ccccc21	103	92	26	7	-36	·	-3	-12	26	-2.8
Cc1ccn2c(-c3csc(NCc4ccccc4)n3)c(C)nc2c1	51	49	14	3	-8	-15	·	·	9	-3.6
O=C(NC(c1ccccc1)c1ccccc1)C1CCCN(S(=O)(=O)c2cnc[nH]2)C1 (stereo not given)	92	91	5	-2	18	-5	-9	0	-9	-2.9
O=C(NC1CCCCC1)C1CC(O)CN1C(=O)OCc1ccccc1 (stereo not given)	95	100	7	2	-10	9	4	11	-5	-0.3
(listing goes on)
SMILES	bCat KO growth	HCT116 PTEN-null	Measles CPE	NPY Y2 blocker	BB579 growth dn	E-sel TNF inh	Yeast life ext	Phagocyt inh	GALR2 antag	MRP-1 activ
COC(=O)CSc1nnc(-c2ccc(OC)cc2OC)o1	100	98	7	0	-8	-34	-11	-1	-10	-0.6
CC1C/C(=N/O)C(C)CN1 (stereo not given)	111	118	12	5	-90	3	-10	-1	-12	1.0
CC1Cc2nc(SCC(=O)Nc3ccc4c(c3)OCCO4)n(C)c(=O)c2S1 (stereo not given)	82	81	7	4	-11	0	-7	1	0	-0.5
CCOC(=O)c1c(C)c(C)n(Cc2ccc(OC)c(OC)c2)c1C	69	68	4	6	-35	-13	2	-2	4	-3.0
COc1ccc(-c2[nH]c(-c3ccc4c(c3)OCO4)nc2-c2ccccc2)cc1	1.3*	1.4*	2	0	-40	-49	-23	·	13	-4.9
CN(C)c1cc[n+](Cc2ccccc2)cc1	21	28	7	-1	-26	-3	6	-1	5	-2.1
Cc1nc2nc3c(c(=O)n2[nH]1)CCC3	101	110	22	3	-51	10	-7	-2	3	-0.1
COc1ccc(C2C(C(=O)Nc3ccccc3)=C(C)N=C3SCC(=O)N32)cc1 (stereo not given)	102	97	9	0	-22	-21	·	·	8	-0.2
COc1ccccc1NC(=S)NC(=O)/C=C/c1ccco1	95	82	15	3	-15	·	-7	1	1	-3.5
Cc1nc(CN2CCN(C(=O)c3ccc(C(C)(C)C)cc3)CC2)cs1	91	97	18	1	-20	6	-11	0	-9	-0.9
Cc1nc2nc[nH]n2c(=O)c1NC(=O)CC12CC3CC(CC(C3)C1)C2	95&102	88&95	4&12	2&0	-7&-13	-11&14	25&-11	-4	2&-5	-1.7&1.8
CC1CN(c2cc(=O)n(-c3ccccc3)c(=O)[nH]2)CC(C)O1 (stereo not given)	94	92	4	1	-26	5	-9	-1	2	-0.9
COc1cc(/C=C/C(=O)c2c(O)ccc3c(C)cc(=O)oc23)ccc1O	29	45	10	0	-18	18	-1	0	14	-7.6
